# GLP1R cytotox: cytotoxicity in counter-screen for GLP-1R inverse agonists | HEK293 cAMP-luciferase reporter cells, luminescence, 24 h | Potency, µM (top dose mostly 38.3 µM), for inactives: top-dose activity change, negative = inhibition, hits mostly inhibitors | 0.13% of 410,000 active | AID 624418;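 also: loss of luciferase light is scored as toxicity; potency is read from the fitted curve at half-maximal effect; % is scaled to controls: 0 for no effect and ±100 for the full control effect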
#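 Cells in DMEM/10% Nu serum/1% pen-strep, 1536-well format. Pre-incubated 12 h, dosed with 23 nL compound, incubated a further 24 h. Luciferase detection, 12 min at room temp, luminescence.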
# GLP1R ag: activates the human GLP-1 receptor; HEK293 GLP-1R CRE-luciferase, luminescence, 4-6 h; cells express a hypersensitive GLP-1R form; 0.007% of 380,000 active; P43220; Potency, µM (doses to about 45.6 µM), inactives show at the top dose activation, actives largely listed as activators; also: potency is read from the fitted curve at half-maximal effect; % of control where 0% means no effect
# Target sequence (P43220 whole entry, looked up): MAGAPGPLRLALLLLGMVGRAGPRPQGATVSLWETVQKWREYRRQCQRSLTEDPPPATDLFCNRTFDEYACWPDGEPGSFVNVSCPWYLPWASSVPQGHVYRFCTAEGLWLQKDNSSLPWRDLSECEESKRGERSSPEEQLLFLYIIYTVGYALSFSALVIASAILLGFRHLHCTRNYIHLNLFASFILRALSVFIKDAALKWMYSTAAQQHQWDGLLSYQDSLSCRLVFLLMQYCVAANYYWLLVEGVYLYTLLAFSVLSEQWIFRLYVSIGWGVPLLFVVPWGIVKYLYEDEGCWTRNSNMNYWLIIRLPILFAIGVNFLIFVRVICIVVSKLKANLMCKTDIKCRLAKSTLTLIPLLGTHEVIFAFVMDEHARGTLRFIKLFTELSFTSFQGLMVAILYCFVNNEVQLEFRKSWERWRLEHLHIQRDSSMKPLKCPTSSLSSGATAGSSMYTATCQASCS
# PI5P4Ka inh: blocks human PI5P4K alpha kinase activity | P48426 | PI5P4Kalpha enzyme, ADP-Glo luminescence, 60 min; hits give low values | max response, % | 1.2% of 330,000 active | AID 652105; active = max response of -50% or lower; inconclusive = between -30% and -50%; inactive = -30% or higher; also: value at the top dose of about 77 µM; % is scaled to controls: 0 for no effect and ±100 for the full control effect
#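 Quantitative HTS of the MLSMR library against PI5P4Kalpha with substrate. ATP added last at 5 microM final; room temperature, 60 minutes. Remaining ATP depleted, ADP converted and read as luminescence.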
# EPAC1 antagonist: antagonists of human EPAC1 | O95398 | EPAC1 GEF assay, Rap1b-BODIPY-GDP exchange fluorescence | Potency, µM (top dose mostly 115 µM), without a hit: at the highest dose activity change, negative = inhibition, most hits filed as inhibitors | 0.14% of 360,000 active | AID 720709;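 also: potency is read from the fitted curve at half-maximal effect; plate controls were vehicle for no effect and positive control for full effect; nearly all actives have a fitted effect of over 50% in size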
# PLK1 PBD block: inhibitors of human PLK1 polo-box domain binding | AID 720504 | 2.8% of 360,000 active | Plk1 PBD binding of FITC phosphopeptide, fluorescence polarization | Potency, µM, inactives show max response, negative = inhibition, hits mostly inhibitors | P53350; also: potency is read from the fitted curve at half-maximal effect; series mostly up to about 57 µM; % is scaled to controls: 0 for no effect and ±100 for the full control effect; nearly all actives have a fitted effect of over 65% in size
# Target sequence (P53350 whole entry, looked up, the tested form may be a part): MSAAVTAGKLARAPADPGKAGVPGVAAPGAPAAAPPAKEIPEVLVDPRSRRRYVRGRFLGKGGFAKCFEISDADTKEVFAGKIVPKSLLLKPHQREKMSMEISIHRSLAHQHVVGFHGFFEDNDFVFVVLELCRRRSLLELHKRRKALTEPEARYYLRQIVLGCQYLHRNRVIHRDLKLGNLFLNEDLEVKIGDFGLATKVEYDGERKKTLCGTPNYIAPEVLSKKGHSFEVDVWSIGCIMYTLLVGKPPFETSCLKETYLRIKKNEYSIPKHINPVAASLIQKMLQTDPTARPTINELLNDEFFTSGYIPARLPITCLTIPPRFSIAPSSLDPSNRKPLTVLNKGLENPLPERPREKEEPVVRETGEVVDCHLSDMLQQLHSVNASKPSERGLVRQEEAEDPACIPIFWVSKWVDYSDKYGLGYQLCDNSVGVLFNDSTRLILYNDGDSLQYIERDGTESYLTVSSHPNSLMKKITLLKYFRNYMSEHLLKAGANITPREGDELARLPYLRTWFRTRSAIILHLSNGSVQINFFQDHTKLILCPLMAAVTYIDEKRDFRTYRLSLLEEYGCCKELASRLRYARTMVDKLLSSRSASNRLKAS
# PTHR1 agonist: activates the human parathyroid hormone receptor PTHR1; Q03431; HEK293 GP2 PTHR1 cells, GloSensor cAMP luminescence, 1 h; Potency, µM (top dose mostly 115 µM), for the others: top-dose activation, most hits filed as activators; 0.075% of 410,000 active; AID 743266; also: potency is read from the fitted curve at half-maximal effect; nearly all actives have a fitted effect of over 55% in size; some results filed as inactive show a strong effect at the top dose; inactives centre near -15; many of its hits are not listed in these tables
#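 HEK-293-derived GP2 cells expressing PTHR1 and a GloSensor cAMP reporter, 3,000/well, plated overnight, given luciferin plus IBMX (each 0.5 mM as added) for 1 h at 37 °C, then compound for 1 h at 37 °C. Luminescence was read after 15 min at room temperature.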
# EPAC1 agonist: EPAC1 (human) agonism. O95398. EPAC1 agonist qHTS, biochemical assay; response scale: 100% = response to 6.5 mM cAMP. Potency, µM (series often up to 154 µM), without a hit: at the highest dose activation, most hits filed as activators. 0.073% of 360,000 active; also: potency is read from the fitted curve at half-maximal effect; nearly all actives have a fitted effect of over 60% in size
#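 Fluorescent GDP-exchange assay: 100 nM EPAC1 with 250 nM Rap1B preloaded with BODIPY-GDP and 50 uM GDP; compounds tested as concentration series, 5 min at room temperature, then read every 5 min for 30 min (ex 480/em 540 nm); normalized to 6.5 mM cAMP.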
# IL2 activator: activates IL-2 in a cell-based reporter assay; AID 652025; activation, % (series mostly up to about 46 µM); 0.065% of 360,000 active; IL-2 activation reporter assay, cell-based qHTS; stimulated with anti-CD3/CD4/CD28 beads; in transgenic mouse T cells; in the data active = activation above about 50%; inconclusive = mostly about 30% to 49%; also: 0% is about no effect
#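 Unstimulated transgenic mouse T cells, 750 per well, received compound and, after 60 minutes, anti-CD3/anti-CD4 bead plus anti-CD28 stimulation. EGFP and DsRed were quantified after 18 hours.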
# GLP1R inv ag: inverse agonists of human GLP-1 receptor; P43220; HEK293 GLP-1R CRE-luciferase, luminescence, 24 h; GLP-1R form is constitutively active; Potency, µM (highest dose often 38.3 µM), for inactives: top-dose activity change, negative = inhibition, hits mostly inhibitors; 1.6% of 410,000 active; AID 624417; also: potency is read from the fitted curve at half-maximal effect; % is scaled to controls: 0 for no effect and ±100 for the full control effect; nearly all actives have a fitted effect of over 55% in size
#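 Cells are plated, allowed 12 hours at 37 deg C, then treated with compounds for 24 hr before luciferase detection reagent is added and luminescence is read after 12 min at room temperature. The HEK293 line carries constitutively active GLP-1R with a cAMP-responsive reporter.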
# Starred values were filed as active, the others as inactive; i = inactive; ? = inconclusive; · = not tested or not shown; [ ] = another dose, or the depositor's remark. Unless noted, calls follow the shape of the dose curve; as a rule, active = well fitted curve in the direction sought with a large enough effect; inconclusive = small, poorly fitted or top-dose-only effect, or another doubt; inactive = no such curve, though single readings can be large; an effect the other way counts as inactive or inconclusive.
(1) COc1ccc(-n2cc(CNCc3cnc4ccccn34)c(-c3cccc(F)c3)n2)cc1
(2) COC(=O)C[n+]1cccc2ccccc21
(3) CC(CC1CC(C)(C)OC1=O)C(=O)Nc1nncs1 (stereo not given)
(4) Cc1cc(C)c2cc(C#N)c(N3CCNCC3)nc2c1
(5) O=C(c1ccc(Br)o1)N1CCN(c2ccc3nnc(-c4ccc(F)cc4)n3n2)CC1
(6) COc1cccc(NC(=O)c2ccc(NCCCN3CC(C)CC(C)C3)c([N+](=O)[O-])c2)c1 (stereo not given)
(7) CCOC(=O)c1c(S(=O)(=O)Nc2ccccc2OCC)c(C)n(C)c1C
(8) COc1ccc(Cc2c(-c3cccc(Br)c3)nc3cc(C)c(Br)c(C)n23)c(C)c1

assay / entry,1,2,3,4,5,6,7,8
GLP1R cytotox,12%,149%[activator],23%,-7%,2%,10%,-5%,-3%
GLP1R ag,9%,7%,?,-4%,-4%,12%,-3%,1%
PI5P4Ka inh,8,-25,·,-7,-2,15,-2,26
EPAC1 antagonist,-14%,28%,-6%,8%,?,7%,-14%,-16%
PLK1 PBD block,-4%,-34%,-24%,-8%,-2%,-6%,2%,-11%
PTHR1 agonist,-3%,0%,-19%[57.5 µM],-15%,18%,i,-29%,i
EPAC1 agonist,18%,17%,14%,7%,-258%[inhibitor],4%,8%,26%
IL2 activator,-0.4,5.3,-0.5,-1.2,-2.8,-2.3,-3.1,-0.1
GLP1R inv ag,?,28%,55%[activator],13%,8%,?,4%,?

(9) CCc1nnc(NC(=O)c2ccc(Br)o2)s1
(10) CCOC(=O)N1CCN(C(=S)NC(=O)c2cncc(Br)c2)CC1
(11) CN(C(=O)COc1ccccc1C(=O)NCCOc1ccccc1)c1ccccc1
(12) CN(C)c1cccc2c1c(NC(=O)Nc1ccc(Cl)cc1Cl)nn2C
(13) COc1cc(CCC(=O)Nc2cccc(S(=O)(=O)N(C)C)c2)cc(OC)c1OC
(14) NC(=O)N/N=C/c1coc2ccc(O)cc2c1=O
(15) CNC(=S)N(Cc1ccc(OC)cc1)C1CC(=O)N(c2ccc(Cl)cc2)C1=O (stereo not given)
(16) Cc1nc(Cl)sc1C(=O)Nc1cccc(Cl)c1C

assay / entry,9,10,11,12,13,14,15,16
GLP1R cytotox,2%,-15%,?,-17%,11%,-1%,-16%,4%[1.53 µM]
GLP1R ag,-9%,2%,-5%,7%,1%,-5%,-2%,3%
PI5P4Ka inh,4,2,1,0,-8,-22,-19,-2
EPAC1 antagonist,7%,7%,?,-2%,-8%,-6%,-13%,19%
PLK1 PBD block,-9%,19µM*,-3%,-9%,-8%,-7%,-6%,0%
PTHR1 agonist,-6%,-17%,-32%[inhibitor],i,i,?,-40%,i
EPAC1 agonist,10%,-3%,16%,5%,-1%,-1%,3%,3%
IL2 activator,1.1,-4.6,-4.7,1.6,-0.6,0.4,-1.5,0.5
GLP1R inv ag,30%,-47%,?,2%,21%,-24%,11µM*,-21%

(17) CC1(C)CC(NC(=O)CC2CCCCC2)CC(C)(C)N1
(18) O=C(O)CCCC[C@@H]1SC[C@@H]2NC(=O)N[C@@H]21
(19) CCOCCCNC(=O)c1cn(C)c(=O)c2cc(OC)c(OC)cc12
(20) COc1ccc(CNC(=O)CCS(=O)(=O)c2ccc(Br)cc2)cc1
(21) CN(CC(=O)NCCc1ccc(F)cc1)Cc1ccccc1
(22) Cc1ccc(C(=O)c2sc3nc4c(cc3c2N)CCC4)cc1
(23) COCC(C)NC(=O)c1cc2cc(OC)ccc2[nH]1 (stereo not given)
(24) O=C(CCNC(=O)N1CC(=O)Nc2ccccc21)Nc1ccc(Cl)cc1

assay / entry,17,18,19,20,21,22,23,24
GLP1R cytotox,-21%,0%,-17%,-4%,9%,74%[activator],3%,2%
GLP1R ag,1%,8%,0%,-2%,6%,7%,-1%,-2%
PI5P4Ka inh,-7,1,2,-7,1,8,-12,1
EPAC1 antagonist,1%,2%,-4%,13%,6%,-13%,-17%,?
PLK1 PBD block,-3%,1%,-8%,?,2%,-5%,-13%,-9%
PTHR1 agonist,-10%[57.5 µM],-5%,i,-29%,i,-2%,0%,7%
EPAC1 agonist,4%,-9%,-4%,-4%,-8%,2%,6%,3%
IL2 activator,-0.1,-0.4,-2.0,1.3,-4.3,?,-0.7,-2.0
GLP1R inv ag,9%,-12%,41%[activator],-10%,?,25%,6%,2%

# 4 records drawn at random from the list so far:
(20) COc1ccc(CNC(=O)CCS(=O)(=O)c2ccc(Br)cc2)cc1
(17) CC1(C)CC(NC(=O)CC2CCCCC2)CC(C)(C)N1
(23) COCC(C)NC(=O)c1cc2cc(OC)ccc2[nH]1 (stereo not given)
(19) CCOCCCNC(=O)c1cn(C)c(=O)c2cc(OC)c(OC)cc12

assay / entry,20,17,23,19
GLP1R cytotox,-4%,-21%,3%,-17%
GLP1R ag,-2%,1%,-1%,0%
PI5P4Ka inh,-7,-7,-12,2
EPAC1 antagonist,13%,1%,-17%,-4%
PLK1 PBD block,?,-3%,-13%,-8%
PTHR1 agonist,-29%,-10%[57.5 µM],0%,i
EPAC1 agonist,-4%,4%,6%,-4%
IL2 activator,1.3,-0.1,-0.7,-2.0
GLP1R inv ag,-10%,9%,6%,41%[activator]

# Following part:
(25) COc1ccc(C2C(C(=O)N3CC(C)CC(C)C3)c3ccccc3C(=O)N2C)cc1 (stereo not given)
(26) Cc1ccccc1C1NC(=S)NC2=C1C(=O)CC(C)(C)C2 (stereo not given)
(27) CCN(C[C@H]1N[C@@](CC)(C(=O)OC)[C@H]2C(=O)N(C)C(=O)[C@@H]12)S(=O)(=O)c1ccc(C(C)(C)C)cc1
(28) CCOCCCNC(=O)C1CCC(=O)N1CCc1ccccc1 (stereo not given)
(29) N#Cc1cc([N+](=O)[O-])ccc1NC(=O)COC(=O)C1CC2CCCC(C1)C2=O (stereo not given)
(30) Cc1cccc(C)c1-n1nnnc1C1(C)CCC(=O)N1Cc1ccc(F)cc1 (stereo not given)
(31) CC(C)Oc1cccc(C(=O)C2CCCN(C(=O)c3ccoc3)C2)c1 (stereo not given)
(32) CCOCCCNC(=O)c1c[nH]c2ccc(S(=O)(=O)Nc3cccc(OC)c3)cc2c1=O

assay / entry,25,26,27,28,29,30,31,32
GLP1R cytotox,-7%,14%,9%,-9%,-2%,-2%,-18%,-6%
GLP1R ag,2%,0%,-4%,-6%,-11%,-2%,11%,10%
PI5P4Ka inh,·,1,3,-2,7,-1,-5,6
EPAC1 antagonist,2%,9%,-25%,-3%,-6%,3%,-7%,-1%
PLK1 PBD block,-3%,22%,-9%,-5%,-12%,-4%,5%,0%
PTHR1 agonist,i,i,-12%,i,i,-28%,-35%,i
EPAC1 agonist,2%,-5%,-25%,5%,1%,11%,1%,-3%
IL2 activator,-2.1,-1.4,-0.8,3.9,-2.1,-0.4,-1.1,4.9
GLP1R inv ag,-2%,6%,2%,5%,-16%,15%,?,0%

(33) Cc1ccc(-n2c(SCC(=O)NCCC3=CCCCC3)nc3n[nH]c(C)c3c2=N)cc1Cl
(34) Cc1ccc(OC(C)C(=O)N(C)Cc2ccccc2)c([N+](=O)[O-])n1 (stereo not given)
(35) CCOC(=O)c1c(C)[nH]c(C(=O)COC(=O)c2ccccc2NC(=O)c2ccco2)c1C
(36) COc1ccccc1NC(=O)C1(c2ccccc2)CCCC1
(37) CCS(=O)(=O)N1CCC(C(=O)NCc2cccc(OC)c2)CC1
(38) CCCSc1ccc([C@@H]2[C@H]3C(=O)N(CC)C(=O)[C@H]3[C@]3(C(=O)OC)CCCN23)cc1OC
(39) O=C(NC(=S)Nc1cc(C(F)(F)F)ccc1N1CCOCC1)c1ccco1
(40) CSCCC(CO)NC(=O)OCc1ccccc1 (stereo not given)

assay / entry,33,34,35,36,37,38,39,40
GLP1R cytotox,0%,4%,13%,-4%,3%,0%,?,7%
GLP1R ag,9%,3%,-1%,15%,-3%,4%,32%,30%
PI5P4Ka inh,4,1,0,4,1,1,6,-4
EPAC1 antagonist,8%,3%,-8%,-22%,-5%,1%,-9%,-8%
PLK1 PBD block,-8%,2%,-10%,-6%,-4%,-3%,0%,-23%
PTHR1 agonist,-5%,i,-23%[57.5 µM],-9%,-1%,-17%,-22%,-2%[57.5 µM]
EPAC1 agonist,-5%,9%,15%,9%,0%,-8%,11%,7%
IL2 activator,-4.3,-3.8,-0.1,-2.6,1.4,1.1,-0.4,-0.1
GLP1R inv ag,?,20%,14%,4µM*,13%,23%,?,-1%

(41) O=C(Nc1cccc(-c2nc3cccnc3s2)c1)C1c2ccccc2Oc2ccccc21
(42) C[C@@H](C(=O)N[C@@H](Cc1ccccc1)C(=O)O)n1nnc2ccccc2c1=O
(43) O=C(c1ccco1)N1CCN(C2CN(Cc3ccccc3)S(=O)(=O)C2)CC1 (stereo not given)
(44) CCOc1ccc(S(=O)(=O)N(C)CC(=O)NCc2ccc3c(c2)OCO3)cc1
(45) C1CNC(C23CC4CC(CC(C4)C2)C3)=N1
(46) COc1cccc(CNC(=O)COc2cc3c(c4oc(=O)cc(C)c24)CCC(C)(C)O3)c1
(47) COc1ccc(-c2cc3nc(C)cc(N4CCN(C(=O)c5ccco5)CC4)n3n2)cc1
(48) OCCCCNCc1ccc(OCc2ccccc2Cl)cc1

assay / entry,41,42,43,44,45,46,47,48
GLP1R cytotox,1%,3%,5%,-2%,7%,-14%,-4%,-3%
GLP1R ag,0%,0%,-1%,14%,-2%,20%,4%,9%
PI5P4Ka inh,3,-8,-11,-7,2,0,1,·
EPAC1 antagonist,-9%,34%[activator],11%,-6%,-11%,-5%,-14%,15%
PLK1 PBD block,-7%,-5%,-4%,-4%,4%,-3%,-2%,-2%
PTHR1 agonist,-21%,-19%,-19%,-19%,i,-33%[inhibitor],-16%,i
EPAC1 agonist,4%,-1%,-12%,1%,-1%,-11%,-9%,0%
IL2 activator,-2.4,-1.8,-0.7,0.1,1.3,-0.7,-2.0,-3.5
GLP1R inv ag,44%[activator],8%,10%,?,0%,-8%,8%,0%

# High-throughput results from PubChem.

# Only part of the results is shown, so the mix of outcomes need not match the whole.
